sPLA2-III inh = Blocks human group III sPLA2 activity; Q9NZ20; QFRET BODIPY PC-A2 liposome hydrolysis, fluorescence; inhibition, % at 12.2 µM; 370,000 tested, 0.56% active;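 active = inhibition above mean plus 3 SD of compounds lying within the high and low control bounds, cut at about 19% in these data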;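 note: 0% = median of test compound wells and 100% = no enzyme DMSO wells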
Target sequence (Q9NZ20 whole entry, looked up): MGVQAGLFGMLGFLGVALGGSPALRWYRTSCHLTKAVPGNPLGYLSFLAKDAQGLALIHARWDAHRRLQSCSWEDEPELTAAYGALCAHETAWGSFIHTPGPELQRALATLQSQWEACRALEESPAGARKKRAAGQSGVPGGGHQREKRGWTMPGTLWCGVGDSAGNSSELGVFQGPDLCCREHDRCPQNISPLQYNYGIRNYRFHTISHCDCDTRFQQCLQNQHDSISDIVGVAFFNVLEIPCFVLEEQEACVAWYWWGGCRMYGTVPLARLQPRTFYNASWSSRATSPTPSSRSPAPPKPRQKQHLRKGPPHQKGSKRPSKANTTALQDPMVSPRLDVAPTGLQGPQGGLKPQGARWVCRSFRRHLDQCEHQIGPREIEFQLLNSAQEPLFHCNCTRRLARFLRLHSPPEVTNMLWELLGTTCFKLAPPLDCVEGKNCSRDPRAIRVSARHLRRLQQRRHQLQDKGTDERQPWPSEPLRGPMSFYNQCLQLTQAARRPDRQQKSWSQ
hcDAF12 agonist = activators of H. contortus DAF-12 nuclear receptor; HEK293 hcDAF-12 lit1-tk-luc reporter, luminescence; 0% DMSO, 100% Δ7-dafachronic acid; activation, % at 6.8 µM; 370,000 tested, 1.4% active; AID 652067;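 active = activation above the mean of all tested compounds plus 3 SD, cut at about 5.5% in these data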;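 note: 100% = response to 3 µM Δ7-dafachronic acid high control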
ssDAF-12 act = activates DAF-12 receptor from parasite S. stercoralis; 370,000 tested, 1% active; activation, % at 6.8 µM; AID 652126; HEK293 ssDAF-12/GRIP1 lit1-tk-luc reporter, luminescence; % of 3 µM dafachronic acid response;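 active = activation above the mean over all tested compounds plus 3 SD, cut at about 0.9% in these data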;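 note: 0% = DMSO-only wells and 100% = 3 µM delta7-dafachronic acid wells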
PG9 binder = PG9 antibody binding by small molecule; TR-FRET gp120-PG9 antibody binding; inhibition, % at 6.7 µM; 360,000 tested, 0.43% active; in the data active = inhibition above about 8.5%
hgDAF-12 ag = hgDAF-12 agonism, primary luciferase screen; 370,000 tested, 1.8% active; activation, % at 6.8 µM; AID 687014; HEK293 GAL4-hgDAF12 UAS-luciferase reporter, agonist luminescence; normalized to butyrate control;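 active = activation above a cutoff set at the mean of all screened compounds plus 3 SD, cut at about 10% in these data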;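 note: 0% = DMSO wells and 100% = sodium butyrate wells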
DAX1 inh-1 = inhibits human nuclear receptor DAX1 | P51843 | 340,000 tested, 0.99% active | HEK293 Gal4-DAX1 luciferase reporter, luminescence | AID 504766 | inhibition, % at 6.75 µM;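 active = inhibition above the mean over all tested compounds plus 3 SD, cut at about 4.2% in these data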;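 note: 0% = DAX1-transfected cells with DMSO and 100% = empty-vector control cells with DMSO; inhibition shows as a rise in luminescence from relieved DAX1 repression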
Target sequence (P51843 207-470 limits assumed): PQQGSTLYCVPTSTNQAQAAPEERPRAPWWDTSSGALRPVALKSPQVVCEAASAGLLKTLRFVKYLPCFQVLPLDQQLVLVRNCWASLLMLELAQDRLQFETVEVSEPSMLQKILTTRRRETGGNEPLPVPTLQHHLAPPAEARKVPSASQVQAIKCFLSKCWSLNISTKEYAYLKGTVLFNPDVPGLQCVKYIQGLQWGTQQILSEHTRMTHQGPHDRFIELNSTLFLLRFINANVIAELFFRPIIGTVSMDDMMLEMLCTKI
FXN GAA850 act = activators of GAA850 frataxin (FXN) promoter | HEK293 lucGAA850 FXN promoter luciferase reporter, 24 h; percent of 10 µM SAHA response | AID 540364 | 360,000 tested, 0.56% active | activation, % at 6 µM;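 active = activation above the average of all compounds screened plus 3 SD, cutoff fixed separately per campaign, cut at about 7.5% in these data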;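 note: 0% = DMSO wells and 100% = 10 µM SAHA wells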
NR1D1 modulator = modulators of human Rev-erb alpha DNA binding. P20393. Rev-erbα–FITC-DNA binding, fluorescence polarization, 90 min. activity, % at 10 µM. 370,000 tested, 0.79% active. AID 1259318;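 active = activity above about 14%, limit read from the data; passing the limit was not always enough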;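 note: 0% = DMSO wells with 35 nM protein and 100% = DMSO wells with 750 nM protein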
DAX1 inh-2 = DAX1 (NR0B1) inhibition, primary screen; inhibition, % at 6.8 µM; 370,000 tested, 1.1% active; HEK293T StAR-luciferase reporter, SF-1/DAX-1 repression relief; AID 652010;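 active = inhibition above the mean over all tested compounds plus 3 SD, cut at about 3.6% in these data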;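 note: 0% = DAX-1 cells with DMSO and 100% = cells lacking DAX-1 with DMSO; higher inhibition means more luminescence from relief of DAX-1 repression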
PLCb3 inh = PLC-beta3 (human) inhibition, primary screen; Q01970; Purified PLC-beta3, fluorogenic substrate, fluorescence; inhibition, % at 12.2 µM; 370,000 tested, 0.18% active; AID 720704; in the data active = inhibition above about 11%;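 note: 0% = median of compound wells on plate and 100% = full blocker control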
SMARCA2 activ = SMARCA2 function activation, primary screen | MG213 cells, MMTV-luciferase reporter, dexamethasone, overnight | 370,000 tested, 1% active | AID 652017 | activation, % at 9.1 µM; in the data active = activation above about 7.8%;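 note: 0% = vehicle wells and 100% = reference activator wells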
* marks the source's active call; other numbers are inactive results; . = no result given; & = joins results of further samples.

Structure	FXN GAA850 act	PLCb3 inh	SMARCA2 activ	sPLA2-III inh	hcDAF12 agonist	ssDAF-12 act	NR1D1 modulator	DAX1 inh-1	DAX1 inh-2	PG9 binder	hgDAF-12 ag
CCOc1ccc(NC(=O)c2ccc(NC(=O)COC(=O)c3ccc(NC(=O)CC#N)cc3)cc2)cc1	2.7	-8	1	-13	1.4	0.9*	-4	0.7	3.0	-2.1	1.6
O=C(CCCc1ccccc1)NCCCN1CCOCC1	-1.3	1	1	-2	0.5	-1.4	2	0.3	1.7	-1.6	0.5
Fc1cccc2sc(Nc3nc4cc5c(cc4s3)OCCO5)nc12	-0.3	-24	3	5	10*	0.2	34*	1.1	1.8	-1.9	2.0
CCOC(=O)[C@]12CCCC3=C1N(CCC3)C(=O)[C@@H](CC(=O)NCc1cccs1)C2	.	2	-5	-1	-2.0	-1.0	-1	.	0.0	.	1.1
N#CCOC(=O)[C@H](Cc1c[nH]c2ccccc12)NS(=O)(=O)c1ccc(Cl)cc1	-0.2	-18	-3	-74	1.7	0.0	-3	0.6	0.2	-0.8	4.6
CN(C)C(=O)c1cccc(-c2cccc3nccn23)c1	0.3	-134	0	10	-0.3	-0.7	-2	.	0.4	-4.1	-3.5
Cc1cc2c(ccc3[nH]onc32)n1	4.1	-18	3	-4	-1.6	-0.4	1	-0.9	-0.5	-1.5	-0.9
Nc1cc(=O)[nH]c(SCc2ccccc2Cl)n1	1.0	-5	-2	-1	-0.3	-1.5	-3	0.7	-0.5	0.5	0.0
Cn1cccc1C(=O)N1CCc2ccccc2C1	2.4	-6	5	-3	0.1	-0.9	0	-0.2	-1.2	-1.5	5.8
Cc1cccc(C(=O)OCC(=O)NCCN2C(=O)CSC2=O)c1[N+](=O)[O-]	0.2	2	3	-21	-0.2	-0.8	7	3.4	-0.1	-2.4	-0.9
Cn1c(=O)c2[nH]c(N=NN3CCCCC3)nc2n(C)c1=O	-0.6	6	1	1	3.2	-0.8	-5	1.8	1.2	-2.8	3.4
O=C(NN=Cc1ccc2c(c1)CCC2)c1cccc([N+](=O)[O-])c1	1.2	6	0	2	0.7	-1.2	-8	-0.6	-1.2	0.4	5.5
Cc1c(NC(=O)c2coc(=O)c(Br)c2)c(=O)n(-c2ccccc2)n1C	-0.2	-64	0	2	0.2	-0.2	-2	1.1	0.0	-0.7	-3.2
C=CCn1c(Cc2csc(N)n2)nnc1SCc1ccc(C(=O)OC)cc1	0.2	-1	0	2	1.2	-0.8	-5	-0.5	0.3	0.8	0.7
COc1cc(OC)cc(-c2cc3nc(C)c(CCC(=O)O)c(=O)n3[nH]2)c1	-1.4	-15	-3	-6	-2.3	-1.7	4	0.1	-0.1	-0.7	-2.4
Cc1ccc(S(=O)(=O)NCc2csc(-c3cccs3)n2)cc1	-2.4	-12	3	-16	-0.4	-0.7	1	-1.2	-0.3	-4.5	2.0

Quoted at random: 2 entries already listed.
Structure	FXN GAA850 act	PLCb3 inh	SMARCA2 activ	sPLA2-III inh	hcDAF12 agonist	ssDAF-12 act	NR1D1 modulator	DAX1 inh-1	DAX1 inh-2	PG9 binder	hgDAF-12 ag
C=CCn1c(Cc2csc(N)n2)nnc1SCc1ccc(C(=O)OC)cc1	0.2	-1	0	2	1.2	-0.8	-5	-0.5	0.3	0.8	0.7
Cn1c(=O)c2[nH]c(N=NN3CCCCC3)nc2n(C)c1=O	-0.6	6	1	1	3.2	-0.8	-5	1.8	1.2	-2.8	3.4

(further entries)
Structure	FXN GAA850 act	PLCb3 inh	SMARCA2 activ	sPLA2-III inh	hcDAF12 agonist	ssDAF-12 act	NR1D1 modulator	DAX1 inh-1	DAX1 inh-2	PG9 binder	hgDAF-12 ag
O=C(Nc1ccccc1N1CCOCC1)c1ccc(Cl)c(S(=O)(=O)NCc2ccco2)c1	-0.2	-3	-5	-7	-1.8	-1.5	-2	-1.3	-1.2	0.0	-2.1
CCCCCCCNC(=O)C1(CC2CC(c3cccc(Br)c3)=NO2)CCN(C(=O)OC(C)(C)C)CC1 (configuration not stated)	1.2	1	3	7	0.4	-1.1	-4	1.4	0.1	-0.3	0.9
CN(C)CCCOc1nc2c(c(=O)n(C)c(=O)n2C)n1C	-0.1	6	-1	2	-2.6	-0.5	4	-0.6	0.5	0.3	-1.2
Fc1ccc(NC(=S)N2CCCC(c3ccccc3)=N2)cc1	-0.5	-6	0	0	2.5	-1.6	3	-2.0	-0.3	1.4	1.5
COCCN(C(=O)COC(=O)c1cc2ccccc2cc1O)c1c(N)n(Cc2ccccc2)c(=O)[nH]c1=O	-0.4	-17	-4	7	0.2	-0.6	1	-1.7	2.0	0.4	0.8
Cc1ccc2cc(CN(CCN3CCOCC3)C(=O)NCc3ccccc3)c(=O)[nH]c2c1C	1.5	-5	1	-1	1.0	-0.7	1	0.3	0.5	1.7	-1.1
CCOC(=O)C1Oc2ccccc2C(c2cccc3ccccc23)=C1C(=O)OC (configuration not stated)	0.8	-5	0	-2	-2.0	-1.3	-2	-0.4	-0.7	-0.4	-1.1
CN(Cc1ccccc1)C(=O)CCC1CCN(C(=O)CCC(F)(F)F)CC1	4.4	-3	5	4	-0.6	-0.3	-4	0.1	0.8	-0.8	4.5
CCc1ccc(-c2nn(Cc3ccccc3)cc2C(=O)NCC2CCCO2)cc1 (configuration not stated)	0.6	-7	0	-5	1.6	-0.7	1	-0.4	-0.7	-0.8	1.0
COc1ccc(NS(=O)(=O)c2cc(C)ccc2OC)cc1OC	-0.9	0	-1	4	-1.0	-1.0	2	-0.5	0.1	0.3	0.7
O=C(O)C[C@H]1c2cc(C(F)(F)F)ccc2S(=O)(=O)N1C1CCCCC1	0.1	-4	1	4	-0.2	-1.3	-5	0.7	0.2	-0.5	1.4
O=C(/C=C/c1cccc([N+](=O)[O-])c1)NC(=S)Nc1cccc(NC(=O)c2ccccc2Cl)c1	0.6	-3	2	0	-1.5	-0.9	0	0.2	-0.5	-2.5	1.1
Cc1cc(Cl)ccc1OCC(=O)OCC(=O)NC1CCS(=O)(=O)C1 (configuration not stated)	0.4	-7	-3	5	0.0	-1.7	-2	1.5	-0.2	-0.9	-0.9
CCOC(=O)C1=C(C)OC(N)=C(C#N)C1c1cc(Cl)c(OCC(N)=O)c(OC)c1 (configuration not stated)	0.2	-13	-1	-11	0.2	-0.7	-2	-0.2	0.6	1.4	-1.0
COC(=O)C1C(O)=CC(=O)CC1C (configuration not stated)	-0.7	-1	-1	3	1.5	-1.0	-1	1.2	0.4	1.6	-1.8
Cc1ccc(NC(=O)Cn2nc(C(=O)O)c3ccccc3c2=O)c([N+](=O)[O-])c1	-0.4	-3	0	1	1.8	-0.5	3	0.8	0.1	0.2	2.1
Cc1cccc(CCNC(=O)CCS(=O)(=O)c2ccc(Br)cc2)c1	3.1	4	3	-4	-1.5	-1.6	5	-0.7	-0.2	-4.6	-0.5
CCOCCCNC(=O)c1oc2ccc3c(c2c1C)C(O)CC(C)(C)O3 (configuration not stated)	3.8	-77	2	9	-2.7	-0.9	1	1.2	-0.4	0.5	-0.4
CC(C)C[C@@H](CN1CCCC1CN1C(=S)NC[C@@H]1Cc1ccccc1)N1C[C@H](Cc2ccc(O)cc2)N(CCc2ccccc2)C1=S (some centres not stated)	.	0	-3	-14	-0.7	-1.2	3	.	2.2	0.9	-1.6
CCOC(=O)CSc1nc2sc3c(c2c(=O)n1-c1ccc(OC)cc1)CCN(C)C3	1.0	-66	-3	-1	1.8	-0.6	-7	-1.2	-0.5	1.4	0.7
Cc1ccc(CS(=O)(=O)CCC(=O)NCCCOC(C)C)cc1	0.3	6	1	3	-0.3	-0.6	7	-0.2	-0.2	-2.1	-0.4
CC(C)c1ccc2oc(=O)cc(CN3CCCCC3)c2c1	1.3	-9	-1	-1	-0.7	-1.1	11	-0.2	-0.3	-1.6	1.6
C/C=C(/C)C(=O)Nc1cccc(C2=NOC3(C2)C[C@@H](C(N)=O)N(C(=O)/C=C/CC)C3)c1 (some centres not stated)	-1.0	1	1	1	-0.8	-1.5	0	1.6	-0.4	-0.5	-1.0
O=C(O)c1cc(=O)c2c(OCC(O)COc3cccc4oc(C(=O)O)cc(=O)c34)cccc2o1	0.1	-42	-3	-1	-2.7	-1.6	-8&-5	-0.5	0.3	0.9	0.2
CCCC1(C)NC(=O)c2ccccc2O1 (configuration not stated)	-0.7	-2	-3	7	0.0	-1.2	-7	0.0	-0.1	-1.6	-2.8
CCN(CC)CCCNc1nc(-c2ccccc2)nc2ccccc12	-0.4	-3	3	1	4.5	-1.3	2	1.3	0.6	0.1	1.5
c1ccc(Nc2nnc(-c3cccc4ccccc34)o2)cc1	2.2	-110	4	2	6.3*	1.2*	0	.	1.8	1.1	8.1
O=C(NCCC(=O)N1CCOCCOCCOCCOCC1)OCc1ccccc1	-0.3	-2	-2	-1	-0.3	-0.6	-7	-1.6	0.3	0.4	0.6
COc1ccc(C(O)c2nc(-c3ccoc3)cs2)cc1 (configuration not stated)	-1.3	-5	6	-9	-0.9	-1.4	-3	.	-2.3	-0.4	-1.9
O=C(c1cccc(NS(=O)(=O)c2ccc(Br)cc2)c1)N1CCN(c2ccccc2O)CC1	-0.6	-12	2	-27	0.0	-1.2	4	-1.2	-0.1	-0.2	1.2
CCC(C(=O)Nc1ccccc1N1CCCC1)c1cccc(OC)c1 (configuration not stated)	.	-7	-3	1	-2.7	-0.4	7	.	-1.4	.	-1.3
CCOC(=O)[C@H]1[C@H]2COc3ccc(Cl)cc3[C@@H]2N2C(=O)c3cc(Cl)ccc3NC(=O)[C@@]12C	-10.0	2	-1	-6	-0.3	-1.0	-2	-1.2	0.0	-0.9	-0.2
COCCCn1c(SCC(=O)c2c(N)n(C3CC3)c(=O)[nH]c2=O)nnc1-c1ccccc1Cl	-1.2	-4	-3	-2	0.8	-0.3	-9	2.9	2.4	-2.0	0.3

Screening results from PubChem BioAssay.
